Screening results: PubChem BioAssay, Sanford-Burnham Center for Chemical Genomics
tim23-1 inh: growth inhibitors of tim23-1 mutant yeast, primary screen, luminescence, uHTS; S. cerevisiae tim23-1 growth, BacTiter-Glo luminescence, 24 h; inhibition, % at 20 µM; hit rate 1.3% among 330,000;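 active means growth inhibition of the mutant yeast at or above 50%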;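 further: temperature-sensitive mutant grown at 25 °C; plate controls were DMSO-treated mutant yeast for no effect and medium wells lacking yeast for full effect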
UPR CHOP act: activators of apoptotic CHOP UPR arm, primary screen, cell-based, CHO-CHOP luciferase reporter, luminescence, uHTS. AID 449763, 2010. activation, % at 10 µM. UPR activation; percent of tunicamycin response over DMSO baseline. hit rate 0.34% among 330,000;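 active means at 10 µM dose, activation of 40% or more, normalized to positive control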;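 further: 100% = tunicamycin at 10 µg/mL and 0% = DMSO alone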
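Evaluation: % reporter activation, DMSO baseline versus tunicamycin full activation; System: CHO-CHOP luciferase reporter cell line; Input: 500 cells/well; Incubation: 6 h compound treatment, 37 °C; Measured by: Steady-Glo luciferase luminescence; Dosing: one dose, 10 µM in 0.5% DMSO; Buffer or medium: F12 medium, 10% FBS; Benchmarks: positive tunicamycin 10 µg/mL, negative DMSO alone.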
697 NFkB inh: inhibitors of PMA/ionomycin-induced NF-kB reporter, 697 cells, primary screen, B-cell NF-kB inhibitor project, cell-based, luminescence, uHTS; 697 B-cell NF-kB luciferase reporter, 16 h; inhibition, % at 4 µM; hit rate 0.33% among 330,000; AID 435022, 2010; in the data active means inhibition above about 35%
UPR XBP1 act: activators of adaptive XBP1 UPR arm, primary screen, cell-based, CHO-XBP1 luciferase reporter, luminescence, uHTS; IRE1-XBP1 UPR activation; percent of tunicamycin response, DMSO as zero; activation, % at 20 µM; hit rate 0.33% among 330,000; AID 463104, 2010;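 active means versus positive control, 20 µM dose yields 30% or more activation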;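 further: 100% = tunicamycin at 10 µg/mL and 0% = DMSO only wells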
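Assay system: IRE1-XBP1 luciferase reporter CHO line. Input: 1000 cells/well. Buffer or medium: F12 with 10% serum. Doses: 20 µM, 1% DMSO. Times: overnight seeding at 37 °C, 6 h compound treatment at 37 °C. Technique: Steady-Glo luciferase glow luminescence, 10 min after reagent addition.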
TIM10 inh: growth inhibitors of isogenic TIM10 control yeast, primary screen, counter-screen for tim10-1 yeast inhibitor project, luminescence, uHTS; AID 463195, 2010; S. cerevisiae TIM10 strain growth, BacTiter-Glo luminescence, 24 h; hit rate 1.4% among 330,000; inhibition, % at 10 µM;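 active means inhibition of 40% or more at the single tested concentration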;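 further: wild-type TIM10 isogenic control strain grown at permissive 25 °C; 0% = DMSO yeast wells and 100% = minimal medium wells without yeast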
Jurkat NFkB inh: inhibitors of induced NF-kB luciferase reporter, primary screen, TCR NF-kB activation inhibitor project, cell-based, luminescence, uHTS; Jurkat, PMA/ionomycin-induced NF-kB luciferase reporter; inhibition, % at 4 µM; hit rate 0.53% among 330,000; in the data active means inhibition above about 50%
Mdm2 MdmX PPI: inhibitors of human Mdm2-MdmX association, primary screen, cell-based, luminescence, split luciferase, SaOS-2, uHTS | SaOS-2 split-luciferase Mdm2/MdmX complementation | inhibition, % at 8 µM | hit rate 3% among 330,000;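 active means inhibition of at least 50% at 8 µM in the primary screen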
Target sequence (O15151 whole entry, looked up): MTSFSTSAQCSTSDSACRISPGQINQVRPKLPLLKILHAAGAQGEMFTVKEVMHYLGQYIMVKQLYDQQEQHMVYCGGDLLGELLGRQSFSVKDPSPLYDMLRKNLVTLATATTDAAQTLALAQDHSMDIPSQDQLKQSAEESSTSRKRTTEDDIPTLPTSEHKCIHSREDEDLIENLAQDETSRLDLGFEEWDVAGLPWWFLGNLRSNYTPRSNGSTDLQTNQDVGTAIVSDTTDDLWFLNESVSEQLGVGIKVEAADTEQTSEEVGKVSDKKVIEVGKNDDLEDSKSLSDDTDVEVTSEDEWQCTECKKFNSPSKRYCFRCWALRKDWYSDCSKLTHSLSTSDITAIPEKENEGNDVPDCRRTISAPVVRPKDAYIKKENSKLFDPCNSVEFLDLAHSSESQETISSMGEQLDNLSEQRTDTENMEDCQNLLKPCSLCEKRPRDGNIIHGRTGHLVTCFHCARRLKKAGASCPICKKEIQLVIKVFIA
Target sequence (Q00987 whole entry, looked up): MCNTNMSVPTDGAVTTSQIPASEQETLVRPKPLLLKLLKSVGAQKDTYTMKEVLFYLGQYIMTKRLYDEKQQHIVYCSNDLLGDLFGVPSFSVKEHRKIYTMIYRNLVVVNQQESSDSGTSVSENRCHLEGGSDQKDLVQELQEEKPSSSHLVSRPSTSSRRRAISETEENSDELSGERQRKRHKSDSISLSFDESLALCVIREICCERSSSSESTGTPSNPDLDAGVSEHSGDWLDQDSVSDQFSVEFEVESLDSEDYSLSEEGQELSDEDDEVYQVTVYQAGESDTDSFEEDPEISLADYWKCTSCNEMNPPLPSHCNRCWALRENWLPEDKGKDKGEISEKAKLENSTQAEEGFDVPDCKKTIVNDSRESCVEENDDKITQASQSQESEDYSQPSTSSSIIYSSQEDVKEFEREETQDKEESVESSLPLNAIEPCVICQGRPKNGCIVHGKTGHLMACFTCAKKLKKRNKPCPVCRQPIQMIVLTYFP
tim10-1 inh: growth inhibitors of tim10-1 mutant yeast, primary screen, luminescence, uHTS; S. cerevisiae tim10-1 ts strain growth, BacTiter-Glo, 24 h; inhibition, % at 20 µM; hit rate 2.2% among 330,000; AID 463190, 2010;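 active means inhibition of at least 40%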;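 further: mutant grown at 25 °C; 0% = DMSO wells with yeast and 100% = wells holding no yeast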
The depositor's hits bear a star.

Below each SMILES – tim23-1 inh	UPR CHOP act	697 NFkB inh	UPR XBP1 act	TIM10 inh	Jurkat NFkB inh	Mdm2 MdmX PPI	tim10-1 inh
COC(=O)C1=CN(Cc2ccc(OC)c(OC)c2)C=C(C(=O)OC)C1c1cccc(O)c1
 : 10	3.8	8	-3	1	-1	5	-16
CCN(C(=O)COC(=O)Cc1c[nH]c2ccccc12)C1CCS(=O)(=O)C1 (stereo unspecified)
 : -5	0.8	17	-3	1	7	23	-18
COc1ccccc1NC(=O)CSc1ccc2nnc(CCNC(=O)c3ccccc3)n2n1
 : 14	1.4	1	0	9	-4	7	22
Cn1c(=O)c(=O)n(C)c2cc(N3CCCC3)c(NS(=O)(=O)c3ccc(Cl)cc3)cc21
 : 8	1.0	-3	-4	6	-2	4	16
O=c1c(C/C=C/c2ccccc2)c(O)nc2n1CCCS2
 : 27	-1.1	-13	1	24	-2	4	9
COC(=O)c1ccc(C(C(=O)NCc2ccccc2)N(Cc2ccco2)C(=O)c2cnccn2)cc1 (stereo unspecified)
 : 28	0.1	-4	-1	19	6	28	17
Cc1cccc(CSCCNC(=O)c2ccc(N(C)S(=O)(=O)c3ccccc3)cc2)c1
 : -3	0.0	-14	-1	6	-1	-17	21
CCOC(=O)c1c(C)nc2c(c1C)/C(=N/O)CC(C)(C)C2
 : 26	0.8	-23	-4	22	-6	5	26
Cc1ccc(C(C(=O)NC2CCCC2)N(Cc2ccc(F)cc2)C(=O)c2csnn2)o1 (stereo unspecified)
 : 23	-0.5	-18	2	17	-19	11	36
O=C(NCc1nc2ccccc2[nH]1)c1ccco1
 : 1	2.4	19	1	4	-5	3	-3
CC(NC(=O)c1cc2ccccc2o1)c1cccs1 (stereo unspecified)
 : 25	-2.7	-27	3	10	-8	-25	6
Cc1cc(C(=O)COC(=O)c2ccc3c(c2)NC(=O)CS3)c(C)n1CCc1ccc(Cl)cc1
 : 11	0.2	0	-1	6	-12	-12	39
Cc1cccc(CC(=O)NCCN2CCOCC2)c1
 : -4	0.0	10	0	-5	7	5	-12
CCC(CC)C(=O)OCC(=O)Nc1cc(OC)c([N+](=O)[O-])cc1C
 : 19	-1.1	-12	-3	-16	5	-5	18
Cc1ccc(CN2CC(C(=O)N3CC=C(c4ccccc4)CC3)CC2=O)cc1 (stereo unspecified)
 : 25	-0.1	17	-3	11	29	17	16
NC(=O)Nc1ccc(Oc2c(F)c(F)c(F)c(F)c2F)cc1
 : 25	-5.4	10	2	23	-25	4	24
Cc1c(NC(=O)/C(=C\c2ccccc2)NC(=O)c2ccccc2)c(=O)n(-c2ccccc2)n1C
 : 4	0.8	-2	-3	6	-6	-9	4
Cc1ccc2c(c1)N(C(=O)CCC(=O)Nc1ccccc1Br)CC(C)O2 (stereo unspecified)
 : 21	-2.4	5	-3	15	7	22	31
CCCCOc1ccc(C(=S)N2CCC(C(N)=O)CC2)cc1
 : 11	9.2	18	-2	19	-39	-23	13
CCCc1nc2n[nH]c(N)c2c2c1CCCC2
 : 15	-1.7	21	3	4	16	29	22

Part of the list above, as labelled records.
Structure: CC(NC(=O)c1cc2ccccc2o1)c1cccs1 (stereo unspecified)
  tim23-1 inh: 25
  UPR CHOP act: -2.7
  697 NFkB inh: -27
  UPR XBP1 act: 3
  TIM10 inh: 10
  Jurkat NFkB inh: -8
  Mdm2 MdmX PPI: -25
  tim10-1 inh: 6
Structure: Cc1cc(C(=O)COC(=O)c2ccc3c(c2)NC(=O)CS3)c(C)n1CCc1ccc(Cl)cc1
  tim23-1 inh: 11
  UPR CHOP act: 0.2
  697 NFkB inh: 0
  UPR XBP1 act: -1
  TIM10 inh: 6
  Jurkat NFkB inh: -12
  Mdm2 MdmX PPI: -12
  tim10-1 inh: 39
Structure: Cc1cccc(CC(=O)NCCN2CCOCC2)c1
  tim23-1 inh: -4
  UPR CHOP act: 0.0
  697 NFkB inh: 10
  UPR XBP1 act: 0
  TIM10 inh: -5
  Jurkat NFkB inh: 7
  Mdm2 MdmX PPI: 5
  tim10-1 inh: -12
Structure: CCC(CC)C(=O)OCC(=O)Nc1cc(OC)c([N+](=O)[O-])cc1C
  tim23-1 inh: 19
  UPR CHOP act: -1.1
  697 NFkB inh: -12
  UPR XBP1 act: -3
  TIM10 inh: -16
  Jurkat NFkB inh: 5
  Mdm2 MdmX PPI: -5
  tim10-1 inh: 18

(continued)
Below each SMILES – tim23-1 inh	UPR CHOP act	697 NFkB inh	UPR XBP1 act	TIM10 inh	Jurkat NFkB inh	Mdm2 MdmX PPI	tim10-1 inh
CCc1ccccc1NC(=O)C1CCN(C(=O)N2CCOc3ccccc32)CC1
 : 13	-0.5	-2	-1	4	-2	7	12
CCOC(=O)C[C@H]1c2ccccc2S(=O)(=O)N1Cc1cccc(C(F)(F)F)c1
 : 12	-0.9	-1	-1	6	7	10	13
CC(C)N1CCC(N2CCN(Cc3ccc4nonc4c3)CC2CCO)CC1 (stereo unspecified)
 : 17	-1.1	14	-1	-1	-5	13	-9
Clc1ccc(-c2nnc3n2CCCCC3)cc1
 : 7	-1.9	-43	0	14	0	-13	9
Cc1ccc(CCNC(=O)C2CCCN(C(=O)c3cc4sccc4n3C)C2)cc1 (stereo unspecified)
 : 23	-2.3	-8	-5	12	-4	-9	-6
Cc1ccc(C)c(N2CCN(C(=O)c3ccc(CS(=O)Cc4ccc(Cl)cc4)o3)CC2)c1 (stereo unspecified)
 : 16	-1.9	-27	-7	4	-3	14	46*
COc1ccc(C(=O)c2ccc(Cl)c([N+](=O)[O-])c2)cc1
 : 12	4.2	7	8	10	47	70*	19
COc1ccccc1CN1C(=O)C2CC=CCC2C1=O (stereo unspecified)
 : 8	-1.4	-6	-1	4	-6	-5	7
CCN(CC)S(=O)(=O)c1ccc(C)c(NC(=O)CNCCN(C(C)C)C(C)C)c1
 : -3	0.7	19	-1	-15	4	-3	6
CCCCc1nnc2c(N(C)S(=O)(=O)c3ccc(C)cc3)nc3ccccc3n12
 : -16	1.3	4	-1	-17	3	14	-5
CCOc1ccccc1C(=O)Nc1nnc(C(C)C)s1
 : 30	2.9	-24	9	13	-12	-17	29
COc1ccc(-n2cnnc2SCC(=O)NC2CCCc3ccccc32)cc1 (stereo unspecified)
 : 26	-0.8	-25	-3	15	-7	2	8
CCOC(=O)c1c(NC(=O)c2cccs2)sc2c1CCC2
 : 11	2.1	-19	1	-1	-20	33	17
O=c1c2ccccc2nc2sc3ccccc3n12
 : 12	1.9	-88	14	-43	-100	-74	21
CCCc1nnc(NC(=O)CN2CCOCC2)s1
 : 5	0.5	-4	2	-4	0	14	-2
Fc1cccc(Cl)c1Cn1ncc2ccccc21
 : 11	5.7	2	4	-12	-13	2	-5
COc1ccc2oc(C(=O)OCC(=O)NCCc3ccccc3)c(C)c2c1
 : -8	-0.1	13	0	2	15	8	26
CC(C)(C)C1CCC(C(=O)Nc2ccc(N3CCOCC3)cc2N2CCOCC2)CC1 (stereo unspecified)
 : 31	1.7	11	-1	28	2	37	32
CSc1nc(N)nc(SCCS(=O)(=O)c2ccc(Cl)cc2)c1C#N
 : 27	0.3	-3	-1	30	23	57*	11
Nc1ncnc(Oc2cccc(C(F)(F)F)c2)c1[N+](=O)[O-]
 : 43	-1.2	16	0	10	-2	-3	43*

(next part)
Below each SMILES – tim23-1 inh	UPR CHOP act	697 NFkB inh	UPR XBP1 act	TIM10 inh	Jurkat NFkB inh	Mdm2 MdmX PPI	tim10-1 inh
Fc1cccc(CCN2CCNC[C@@H]2CC2CCCCC2)c1
 : 8	1.3	-13	1	-3	-10	26	17
O=S1(=O)N=C(c2ccccc2)c2ccccc21
 : 21	0.6	-47	-2	16	-52	3	15
CCc1nnc(NC(=O)[C@@H](NC(=O)c2cccc(S(=O)(=O)N(CC)CC)c2)C(C)C)s1
 : 20	-1.4	6	-2	10	-2	13	14
COc1ccc(C(=O)NC2CC2)cc1OC1CCN(Cc2cnn(C)c2C)CC1
 : -5	0.2	4	-3	0	20	-6	-18
CCN1C(=O)[C@H]2[C@@H](c3ccc(-c4ccc(C(C)=O)cc4)cc3)N3CCC[C@@]3(C(=O)OC)[C@H]2C1=O
 : 35	-1.1	5	-1	26	1	11	33
CCc1ccc(S(=O)(=O)N2CCN(C(=O)c3cccnc3)CC2)cc1
 : 14	-1.1	3	-2	-1	2	-1	15
O=c1[nH]c(=S)[nH]c2sccc12
 : 10	0.0	-44	-1	-10	-5	20	10
CC(Oc1ccc(F)cc1)C(O)CCN(C)C (stereo unspecified)
 : 2	0.1	13	5	-3	-3	-30	15
O=C(CN1CCc2ccccc2C1)Nc1cc(S(=O)(=O)N2CCOCC2)ccc1N1CCOCC1
 : 24	1.5	-37	-2	17	5	2	27
CCOC(=O)C1CCCN(c2c(NCCc3cccc(C)c3)c(=O)c2=O)C1 (stereo unspecified)
 : -7	-3.0	2	-1	13	11	18	3
C[C@@H]1CN(C(=O)c2nc3ccc(Cl)cn3c2CN(C)CCc2cnn(C)c2)C[C@H](C)O1
 : 13	0.6	1	-3	8	1	22	30
Cc1ccc(-c2csc(N(Cc3ccccc3)C(=O)COc3ccccc3)n2)cc1
 : -3	8.0	18	13	13	-24	17	2
CCN1CCc2c(OCC(=O)Nc3ccccc3)cccc2C1=O
 : -3	1.1	9	-3	2	-8	23	-8
COc1ccccc1CNC(=O)[C@@H]1CCCN1S(=O)(=O)c1ccccc1F
 : 17	1.6	4	6	11	-1	-15	7
CC(C)(C)c1cc(NC(=O)COC(=O)c2nccnc2N)n(-c2ccccc2)n1
 : 10	1.5	6	-7	1	9	11	-3
CCN1C(=O)C(CC(=O)Nc2ccc(F)cc2)N(Cc2cccs2)C1=S (stereo unspecified)
 : 16	-0.3	3	-3	-2	-12	23	21
N#Cc1ccc(NC(=O)N2CCC(c3nc4c(nnn4Cc4cccc(Cl)c4)c(=O)[nH]3)CC2)cc1
 : 7	-0.5	11	-3	-6	4	7	5
CCN1C(=O)CC(N2CCC(Nc3ccc(OC)cc3)CC2)C1=O (stereo unspecified)
 : 9	0.9	-13	0	-5	-5	5	0
CCOC(=O)N1CCC(NC(=O)CS(=O)Cc2nc(-c3ccc(C)cc3)oc2C)CC1 (stereo unspecified)
 : 1	0.2	13	-3	1	19	-6	8
